BAZ2B inh – inhibitors of human BAZ2B bromodomain; Q9UIF8; AlphaScreen BAZ2B-H3K14Ac peptide displacement; Potency, µM (highest dose often 114 µM), without a hit: at the top dose activity change, negative = inhibition, actives largely listed as inhibitors; 360,000 compounds, 4.4% hits; note: potency is the fitted concentration of half-maximal effect; % is set by controls: 0 for no effect and ±100 for the full control effect; nearly all actives have a fitted effect of over 60% in size
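Complex of BAZ2B and biotin-H3K14Ac (50 nM apiece) forms over 30 min at RT, then faces library compounds up to 110 uM for another 30 min; AlphaScreen beads added, 20 min dark incubation, luminescence read.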
HP1b chromo inh – inhibitors of HP1-beta chromodomain binding to methylated histone tails. P83916. AlphaScreen HP1-beta / biotin-H3K9me3 peptide binding. Potency, µM (series often up to 114 µM), for inactives: top-dose activity change, negative = inhibition, hits mostly inhibitors. 390,000 compounds, 0.56% hits. AID 540317; note: potency is the fitted concentration of half-maximal effect; nearly all actives have a fitted effect of over 70% in size; inactives centre near 23
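HP1-beta protein (50 nM final) preincubated 30 min at room temperature with biotinylated H3(1-18)K9me3 peptide (50 nM) in PBS pH 7.4, 0.01% Tween-20, then compound added for 30 min. AlphaScreen streptavidin donor/nickel chelate acceptor beads (10 ug/mL final), 30 min dark, luminescence read.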
GLS inh – glutaminase GLS (human) inhibition. O94925. GLS enzymatic activity, qHTS titration. Potency, µM (highest dose often 45.5 µM), for inactives: top-dose activity change, negative = inhibition, actives largely listed as inhibitors. 410,000 compounds, 0.21% hits; note: potency is the fitted concentration of half-maximal effect; % is set by controls: 0 for no effect and ±100 for the full control effect
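hKGA; 45 mM KH2PO4 pH 8.2 + 0.02% Tween-20; cpd via pin tool; 1 mM Gln soln; GluOx/HRP/Amplex Red; RT 30 min; fluor. t0 & final.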
JMJD2A Tudor – JMJD2A Tudor domain (human) inhibition; O75164; AlphaScreen JMJD2A-Tudor / H3K4me3 peptide binding; Potency, µM (titrated, usually from 114 µM), inactives show at the top dose activity change, negative = inhibition, usual class: inhibitors; 390,000 compounds, 4.4% hits; AID 504339; note: potency is the fitted concentration of half-maximal effect; % is set by controls: 0 for no effect and ±100 for the full control effect; nearly all actives have a fitted effect of over 50% in size
G9a inh – G9a (human) methyltransferase inhibition; G9a H3K9 monomethylation, AlphaScreen, 2 h; Potency, µM (titrated, usually from 102 µM), for inactives: top-dose activity, negative = inhibition, hits mostly inhibitors; Q96KQ7; 350,000 compounds, 8.8% hits; note: potency is the fitted concentration of half-maximal effect; % is set by controls: 0 for no effect and ±100 for the full control effect; nearly all actives have a fitted effect of over 75% in size
Target sequence (Q96KQ7 913-1193 limits assumed): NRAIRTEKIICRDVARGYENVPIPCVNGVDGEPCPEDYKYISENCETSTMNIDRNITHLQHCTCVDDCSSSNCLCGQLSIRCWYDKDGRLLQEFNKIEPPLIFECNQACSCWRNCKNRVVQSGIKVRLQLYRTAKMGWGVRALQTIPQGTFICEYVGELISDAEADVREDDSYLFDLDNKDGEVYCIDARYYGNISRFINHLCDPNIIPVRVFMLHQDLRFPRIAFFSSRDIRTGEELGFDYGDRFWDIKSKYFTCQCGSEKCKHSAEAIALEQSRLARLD
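Quantitative HTS format: methyltransferase activity on a biotin-tagged H3K9 peptide is measured by AlphaScreen, using a rabbit anti-monomethyl-H3K9 antibody with streptavidin donor and anti-IgG acceptor beads. Final levels are 20 nM enzyme, 500 nM peptide, 20 uM SAM; 2 h RT.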
Tb PGK inh – T. brucei PGK inhibition. P07378. Potency, µM (top dose mostly 57.5 µM), for inactives: at the top dose activity change, negative = inhibition, hits mostly inhibitors. 380,000 compounds, 0.043% hits. AID 602233. PGK/GAPDH coupled, Kinase-Glo luminescence, 60 min; note: potency is the fitted concentration of half-maximal effect; % is set by controls: 0 for no effect and ±100 for the full control effect; nearly all actives have a fitted effect of over 60% in size
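Recombinant glycosomal PGK reaction used 1,3-bisphosphoglycerate generated in-well by GAPDH (100nM final) in 100mM TEA pH 7.6, 5mM MgCl2, 0.01% Tween-20. After 60 minutes at room temperature, ATP was read by Kinase-Glo Plus luminescence end-point.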
PI4K2A block – blocks human PI4K2A kinase activity; purified PI4K2A, ADP-Glo luminescence, 1 h; hits give low values; 420,000 compounds, 0.13% hits; activity change, negative = inhibition, % at 76.9 µM; Q9BTU6; AID 1346378; in the data active = activity change below about -50%; inconclusive = mostly about -30% to -49%;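 note: -100% = wells without enzyme as full effect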
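ADP-Glo luminescence measured ADP generated by PI4K2A enzyme (4 ug/mL before mixing) with 1.2 mM PI substrate (pre-mix) and 300 microM ATP (pre-mix). Tris pH7.5 buffer with MgCl2, Triton X-100; 1 h reaction at ambient temperature.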
Pin1 inh – blocks the human prolyl isomerase Pin1 | Potency, µM (doses to about 115 µM), without a hit: at the top dose activity, negative = inhibition, hits mostly inhibitors | 390,000 compounds, 0.009% hits | Q13526 | Pin1 FP peptide displacement, HiFluor488, 10 min; active = well fitted inhibition curve with a large enough effect in the polarisation, with a control signal flat, not every such curve was filed as active; inconclusive = small, poorly fitted or top-dose-only effect, or effect the other way, or a change in a side signal; inactive = no such curve, though single readings can be large or run the other way; the % refers to the polarisation; note: potency is the fitted concentration of half-maximal effect; % is set by controls: 0 for no effect and ±100 for the full control effect
Pol eta inh – DNA polymerase eta (human) inhibition. recombinant Pol eta, fluorescent DNA replication assay. Potency, µM (titrated, usually from 114 µM), inactives show top-dose activity change, negative = inhibition, usual class: inhibitors. 390,000 compounds, 1.2% hits; note: potency is the fitted concentration of half-maximal effect; % is set by controls: 0 for no effect and ±100 for the full control effect
Target sequence (Q9Y253 whole entry, looked up): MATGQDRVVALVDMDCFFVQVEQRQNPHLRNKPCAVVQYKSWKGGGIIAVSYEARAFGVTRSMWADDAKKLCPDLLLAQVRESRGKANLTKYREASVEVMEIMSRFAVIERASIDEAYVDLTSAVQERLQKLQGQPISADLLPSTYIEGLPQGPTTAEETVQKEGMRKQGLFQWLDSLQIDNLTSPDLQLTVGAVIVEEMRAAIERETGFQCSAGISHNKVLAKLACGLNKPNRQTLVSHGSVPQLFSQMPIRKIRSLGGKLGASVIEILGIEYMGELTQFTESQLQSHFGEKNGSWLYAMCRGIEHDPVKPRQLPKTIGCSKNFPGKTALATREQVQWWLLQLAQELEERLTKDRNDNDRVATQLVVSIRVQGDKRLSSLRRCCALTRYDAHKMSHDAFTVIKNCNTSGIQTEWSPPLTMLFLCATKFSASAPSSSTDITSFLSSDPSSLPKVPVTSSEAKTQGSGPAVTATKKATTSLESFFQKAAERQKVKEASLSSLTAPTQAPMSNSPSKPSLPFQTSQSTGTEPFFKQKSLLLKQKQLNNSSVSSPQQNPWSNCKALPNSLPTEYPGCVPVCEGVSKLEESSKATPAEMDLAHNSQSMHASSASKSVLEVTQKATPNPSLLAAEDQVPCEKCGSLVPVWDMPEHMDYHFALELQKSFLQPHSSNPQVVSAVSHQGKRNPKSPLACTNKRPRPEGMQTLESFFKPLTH
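Pol eta at 10 nM preincubated with compounds 15 min at room temperature; reaction started with fluorescent substrate (50 nM final) and read kinetically at 0 and 10 min.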
* marks the source's active call; other numbers are inactive results; i = inactive; ? = inconclusive; . = no result given; [ ] = dose if it differs, or a comment. Unless noted, calls come from the whole dose curve; as a rule, active = well fitted curve in the direction sought with a large enough effect; inconclusive = small, poorly fitted or top-dose-only effect, or another doubt; inactive = no such curve, though single readings can be large; an effect the other way counts as inactive or inconclusive.

#	smiles	BAZ2B inh	PI4K2A block	Tb PGK inh	HP1b chromo inh	JMJD2A Tudor	Pin1 inh	GLS inh	Pol eta inh	G9a inh
1	Cc1c(C(=O)NC2=NCCS2)cccc1[N+](=O)[O-]	3%	2	-10%	-2%	-9%	-1%	-5%	-4%	41%
2	O=C(Nc1nnc(SCc2ccc(F)cc2)s1)c1ccco1	-30%	-2	-4%	26%	-7%	1%	22%	-12%	?
3	COc1ccc(Cc2nnc(N)s2)cc1	56%[activator]	1	-9%	-15%	-11%	1%	-13%	-1%	?
4	CNCCOCC(O)CSc1ccccc1 (centres undefined)	23%	-3	10%	27%	15%	-1%	15%	5%	-1%[59 µM]
5	CC1=C(C(=O)Nc2ccccc2C)C(c2ccc[nH]2)n2ncnc2N1 (centres undefined)	50µM*	-16	-21%	-2%[57 µM]	56µM*	?	?	8.9µM*	-4%[59 µM]
6	O=C(CCCC1=NS(=O)(=O)c2ccccc2N1)NCCc1ccc(Cl)cc1	-11%	-1	2%	-6%	-19%	5%	-3%	-21%	-7%
7	Cc1cc(NC(=O)COc2cccnc2[N+](=O)[O-])no1	-15%	-19	5%	22%	3%	-7%	3%	-6%	17%
8	COc1ccc(N(CC(=O)Nc2ccccc2C)S(=O)(=O)c2ccccc2[N+](=O)[O-])c(OC)c1	-8%	-4	3%	?	?	8%	-13%	1%	-23%
9	COc1ccc(C(=O)Nc2cc([N+](=O)[O-])ccc2N2CCCC2)cc1	-31%	3	-6%	9%	-14%	3%	-12%	-17%	?
10	C/C(=N/NC(=O)c1cc(C)[nH]n1)c1ccncc1	?	1	-4%	6%	-10%	-6%	1%	2%	?
11	Cc1c(C(=O)N2CCN(S(=O)(=O)c3ccccc3F)CC2)oc2c(Cl)cccc12	-3%	-9	6%	22%	-16%	12%	8%	-6%	16%[12.7 µM]
12	COC(=O)c1nc(NC(=O)c2ccccc2Cl)n[nH]1	?	0	1%	42%[activator]	-10%	9%	6%	-11%	?
13	CS(=O)(=O)Nc1ccc(C(=O)N2CCN(c3ccccc3)CC2)cc1	3%	3	i	37%[activator]	-4%	2%	5%	-14%	1%
14	CC(=O)Nc1nc(NC(=O)C(Cl)(Cl)Cl)n(-c2ccccc2)n1	-1%	-4	3%	30%	6%	4%	18%	-4%	20%
15	CC1CCN(c2nc3ccc(C(=O)NCc4ccc(Cl)cc4)cc3s2)CC1	-2%	-4	-8%	43%[activator]	2%	-2%	4%	-11%	13%[59 µM]
16	CCCc1nnc(NC(=O)c2ccc(S(=O)(=O)N(C)c3ccccc3OC)cc2)s1	16%	0	1%	21%	-4%	-2%	10%	-8%	9%[12.7 µM]
17	CC1(C)CC(=O)C2=C(C1)OC(N)=C(C#N)[C@@]21C(=O)N(CC(N)=O)c2ccccc21	10%	0	0%	14%	-5%	0%	-9%	7%	-7%
18	O=S(=O)(NCc1ccccc1)c1ccc(-n2cccn2)cc1	-10%[57.1 µM]	1	-10%	34%[activator]	17%	2%	-1%	-21%	8%
19	Cc1cc(C(=O)O)ccc1-c1ccc(CO)o1	-26%	-2	6%	46%[activator]	-7%	0%	7%	3%	?
20	COCCn1c(=S)[nH]c2cc(C(=O)NC3CCCCC3C)ccc2c1=O (centres undefined)	.	0	8%	.	.	.	1%	-21%	.
21	CCN(CC)S(=O)(=O)c1cccc(C(=O)NC(C(=O)NNC(=O)c2ccccc2F)C(C)C)c1 (centres undefined)	.	-2	0%	35%	6%	3%	3%	-5%	.
22	C=CCn1c(SCC(=O)Nc2nc3ccccc3s2)nc(O)c(CC)c1=O	-2%	-2	-1%	19%	-16%	5%	-7%	-1%	.
23	CC1CCCC(NC(=O)COC(=O)[C@@H](NC(=O)c2ccco2)C(C)C)C1C (some centres undefined)	-7%	-7	-1%	41%[activator]	-1%	3%	-4%	-17%	8%
24	CN(CC(=O)NCC1CCCCC1)S(=O)(=O)c1ccc(F)cc1	1%	8	-2%	8%	-10%	-2%	2%	-6%	-10%
25	O=C(NCc1ccccc1F)C(=O)NCC(c1cccs1)S(=O)(=O)c1cccs1 (centres undefined)	-13%	-1	4%	9%	-3%	-3%	12%	-9%	23%[59 µM]
26	COc1cc(-c2nc(Cn3nnc(C(=O)Nc4ccccc4C)c3C)c(C)o2)cc(OC)c1OC	1%	-2	i	24%	-7%	0%	-5%	-7%	2%[59 µM]
27	Cc1occc1C(=O)NNS(=O)(=O)c1ccc([N+](=O)[O-])cc1	1%	1	-7%	15%	?	2%	-35%	-6%	?
28	COc1ccc(CCNC(=O)COC(=O)c2ccc(N3CCCC3=O)cc2)cc1OC	-9%	-2	i	21%	-13%	-15%	-8%	-4%	10%
29	COc1ccc(NC(=O)N2CCCC2)cc1OC	6%	0	-1%	14%	-6%	-1%	40%[activator]	-2%	6%[0.501 µM]
30	Cc1cc(C(=O)N/N=C/c2c3ccccc3cc3ccccc23)n[nH]1	-11%	-2	-3%	15%	-11%	-1%	-4%	11%	15%[59 µM]
31	NC(=O)c1ccc2c(=O)c(O)c(-c3cc(Cl)c(N)c(Cl)c3)[nH]c2c1	7%[57.1 µM]	3	i	55%[activator]	-21%	?	-8%	-1%	.
32	O=C(NCCCN1CCOCC1)c1ccc(S(=O)(=O)Nc2ccccc2)cc1	-1%	3	1%	16%	-1%	-2%	9%	-2%	-7%
33	Cc1cccc(NS(=O)(=O)c2ccc(NC(=O)N3CCCC3)cc2)c1	6%	2	i	9%[57 µM]	-18%	3%	-6%	-3%	6%[59 µM]
34	CCOC(=O)c1c(C)nc2ncccn12	-2%	6	0%	23%	-13%	-2%	7%	-5%	9%[59 µM]
35	COc1ccccc1N(C(=O)CNC(=O)c1ccco1)C(C(=O)NC1CCCC1)c1ccco1 (centres undefined)	4%	2	-13%	-3%	-10%	-3%	7%	-18%	21%
36	O=C/C(=C\Nc1ccc(Cl)cn1)c1nc2ccccc2o1	-9%	0	-2%	7%	13µM*	91%[activator]	-5%	?	?
37	COC(=O)/C(=C\c1ccc(O)cc1)c1nc2ccccc2[nH]1	.	-11	i	24%	-24%	1%	0%	1%	?
38	CCCn1cnc2c(SCc3ccccc3F)nc(N)nc21	.	-5	0%	17%[57 µM]	-4%	2%	-3%	-13%	.
39	COc1ccc(N(CC(=O)NC2CC3CCC2C3)S(=O)(=O)c2ccccc2)cc1Cl (centres undefined)	-15%	-7	i	6%	-15%	0%	0%	-6%	12%
40	CCN(Cc1nc(-c2cccc(C)c2)no1)S(=O)(=O)c1ccc(C)cc1	60%[activator]	-1	.	98%[activator]	53%[activator]	-1%	8%	.	59%[activator][59 µM]
41	O=C(CCC(=O)OCC(=O)c1cccc([N+](=O)[O-])c1)Nc1cccc(Cl)c1Cl	0%	3	-2%	25%	-4%	-3%	-5%	-6%	-43%
42	COc1ccccc1CNC(=O)c1ccc(-c2ccccc2Cl)o1	?	-5	-10%	66%[activator]	-3%	58%[activator]	9%	-12%	28µM*
43	COc1ccc(N2CC(NC(=O)/C=C\c3ccc(OC)c(OC)c3)CC2=O)cc1 (centres undefined)	-2%	1	-3%	20%	-22%	-13%	-9%	-6%	11%[59 µM]
44	Cn1c(SCC(=O)N(Cc2ccccc2)C(C)(C)C)nc2ccccc21	-2%	-3	i	42%[activator]	-5%	0%	-5%	-19%	11%[59 µM]
45	CCOc1ccccc1N(CC(=O)Nc1ccc(S(=O)(=O)N2CCOCC2)cc1)S(=O)(=O)c1ccc(Cl)cc1	8%	5	i	24%	-4%	?	-12%	-16%	20%[59 µM]
46	CCCCN(C(=O)C(CCSC)N1C(=O)c2ccccc2C1=O)c1c(N)n(CCC)c(=O)[nH]c1=O (centres undefined)	-3%	-3	-4%	22%	-16%	-10%	-4%	-5%	17%[12.7 µM]
47	O=C(Cc1cccc2ccccc12)N/N=C/c1ccc(O)c([N+](=O)[O-])c1	-32%	-3	i	-9%	-26%	-7%	3%	-3%	-38%
48	CN(C)c1ccc(C(=O)N2CCN(C(=O)C3CCCO3)CC2)cc1 (centres undefined)	.	-4	-1%	33%	-4%	-2%	41%[activator]	-6%	.
49	CCCC(=O)Nc1ccc(C(=O)Nc2nc(CC(=O)OCC)cs2)cc1	14%	2	0%	26%	-6%	-2%	6%	-16%	25%
50	Cn1/c(=N/N=C/c2ccccn2)sc2ccccc21	?	32	-7%	?	89µM*	6%	-2%	-10%	?
51	CC(C)C[C@@H](CN1CCCC1CN1C(=S)NC[C@@H]1Cc1ccc(O)cc1)N1C[C@H](Cc2ccccc2)N(CC2CCCCCC2)C1=S (some centres undefined)	.	0	0%	41%[activator]	-25%	-6%	10%	-21%	.
52	CC1(c2ccccc2)NC(=O)N(CC(=O)N2CCN(S(=O)(=O)c3cccc(C(F)(F)F)c3)CC2)C1=O (centres undefined)	.	2	-2%	38%	-11%	-1%	16%	-2%	.
53	COc1ccccc1NC(=O)Cn1c(=O)n(Cc2ccco2)c(=O)c2oc3ccccc3c21	-12%	1	-13%	22%	-10%	4%	11%	3%	-21%[59 µM]

Part of the list above, limited to JMJD2A Tudor:
item | smiles | JMJD2A Tudor
50 | Cn1/c(=N/N=C/c2ccccn2)sc2ccccc21 | 89µM*
51 | CC(C)C[C@@H](CN1CCCC1CN1C(=S)NC[C@@H]1Cc1ccc(O)cc1)N1C[C@H](Cc2ccccc2)N(CC2CCCCCC2)C1=S (some centres undefined) | -25%

Some of the compounds tested (hit frequency here may not be typical).
